Source: PubChem BioAssay
HTR5A inv ag = HTR5A inverse agonists in luminescence cell assay, primary screen, counter-screen for OPRM1-OPRD1 heterodimer inverse agonist project, full-deck HTS; 5-hydroxytryptamine receptor 5A (Homo sapiens), P47898; HTR5A cell line, inverse agonism; inhibition, % at 9.3 µM; 340,000 compounds, 0.083% hits; AID 504634, 2011; in the data active = inhibition mostly above about 23%, no sharp cut-off; inactive = mostly below about 18%;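 note: 0% = cells with DMSO and 100% = no-cell wells with DMSO; some compounds called inactive have numbers as strong as hits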
Target sequence (P47898 whole entry, looked up): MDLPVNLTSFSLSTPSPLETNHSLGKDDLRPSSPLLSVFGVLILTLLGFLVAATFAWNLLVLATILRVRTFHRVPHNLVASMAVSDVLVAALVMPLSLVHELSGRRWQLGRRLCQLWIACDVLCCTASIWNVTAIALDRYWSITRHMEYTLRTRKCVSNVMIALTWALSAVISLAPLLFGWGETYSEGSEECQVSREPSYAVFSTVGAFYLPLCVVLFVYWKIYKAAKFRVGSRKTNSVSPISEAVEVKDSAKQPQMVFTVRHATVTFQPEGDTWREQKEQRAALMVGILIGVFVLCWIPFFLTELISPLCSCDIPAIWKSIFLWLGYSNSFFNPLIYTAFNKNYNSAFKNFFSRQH
Ecoli viability = E. coli V3065 growth inhibition, primary screen, counter-screen for AddAB inhibitor project, absorbance, OD600. 18 h. inhibition, % at 11.9 µM. 330,000 compounds, 0.27% hits. AID 449728, 2010;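 active = inhibition above the campaign's mean inhibition across all tested compounds plus 3 SD, cut at about 9.9% in these data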;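 note: uninfected addAB+ strain grown without phage in ampicillin broth; 0% = DMSO wells and 100% = ciprofloxacin 0.95 µg/ml wells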
PfHsp90 yeast 2 = growth inhibition of PfHsp90-expressing yeast, primary screen, antimalarial PfHsp90 inhibitor project, S. cerevisiae, BacTiter-Glo luminescence, single point, set 2; AID 504621, 2011; BacTiter-Glo ATP, 48 h; yeast lacking PDR1 and PDR3 efflux regulators; 310,000 compounds, 0.32% hits; inhibition, % at 9.4 µM;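 active = every replicate shows inhibition above about 80%, whatever the replicate mean, limit read from the data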;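 note: 0% = DMSO neutral controls and 100% = 20 µM radicicol positive controls; yeast relying on Plasmodium falciparum Hsp90 in place of its own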
Tat transport = E. coli Tat export inhibitors, primary screen, MC4100, TorA-mCherry reporter, fluorescence, single point. inhibition, % at 10 µM. 340,000 compounds, 0.036% hits. AID 488895, 2010;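 active = mean replicate inhibition at least 50% and at least half of replicates individually reaching 50%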;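 note: exported cargo escapes ClpAP degradation while cytoplasmic cargo is degraded and loses fluorescence; 0% = median of neutral control wells and 100% = median of NaSCN control wells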
OPRM1-OPRD1 ag = agonists of OPRM1-OPRD1 heterodimerization, primary screen, cell-based, luminescence; cells; AID 504326, 2011; activation, % at 9.3 µM; Mu-type opioid receptor (Homo sapiens) + Delta-type opioid receptor (Homo sapiens), …; 340,000 compounds, 0.3% hits; in the data active = activation above about 18%;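 note: 0% = vehicle-treated cells and 100% = reference agonist; values of inactives mirror those of a sister screen read the other way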
phage Ecoli inh = growth loss of phage-infected E. coli, primary screen, RecBCD inhibitor project, absorbance, with phage, HTS; inhibition, % at 11.9 µM; 360,000 compounds, 0.26% hits; in the data active = inhibition above about 11%
Mot1-301 SUMO = yeast Mot1-301 growth rescue at high temperature, primary screen, SUMOylation pathway inhibitor project, S. cerevisiae, ATP luminescence, 38.5C | 320,000 compounds, 1% hits | growth rescue, % at 18.8 µM | S. cerevisiae Mot1-301 growth rescue; percent above DMSO median, 100 means doubled;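 active = every valid replicate shows activation above 250% relative to neutral control wells; inactive = the rest, any valid replicate at or below 250%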;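 note: OY570 slx delta 5 strain wells were the positive control but not used for scaling; some compounds called inactive have numbers as strong as hits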
MOR-DOR inv ag = inverse agonists of MOR-DOR heterodimerization, primary screen, cell-based, luminescence. Mu-type opioid receptor (Homo sapiens) + Delta-type opioid receptor (Homo sapiens), …. cell-based MOR-DOR heterodimer luminescence, inverse agonism. 340,000 compounds, 0.21% hits. inhibition, % at 9.3 µM; in the data active = inhibition above about 22%, passing the limit was not always enough;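 note: 0% = cells with DMSO and 100% = wells without cells with DMSO; values of inactives mirror those of a sister screen read the other way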
AddAB inh = growth inhibition of E. coli expressing H. pylori AddAB, primary screen, AddAB inhibitor project, absorbance; AID 435030, 2010; 330,000 compounds, 0.29% hits; inhibition, % at 11.9 µM; in the data active = inhibition above about 12%;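 note: 0% = vehicle wells of infected cells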
PKA-R2B act = activators of PKA-R2B holoenzyme, primary screen, biochemical, fluorescence polarization, Cy5-IP20, human; cAMP-dependent protein kinase catalytic subunit beta (Homo sapiens) + cAMP-dependent …; AID 504700, 2011; PKA-R2B holoenzyme dissociation; R2B truncated from residue 108, S112A mutant; 0% DMSO only, 100% 113 µM cGMP; 340,000 compounds, 0.079% hits; activation, % at 11.4 µM;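 active = activation above a cutoff set at the mean over all compounds plus 3 SD, cut at about 18% in these data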;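 note: higher means more holoenzyme dissociation and a rise in polarization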
Target sequence (P31323 whole entry, looked up, other chains not shown, the tested form may be a part): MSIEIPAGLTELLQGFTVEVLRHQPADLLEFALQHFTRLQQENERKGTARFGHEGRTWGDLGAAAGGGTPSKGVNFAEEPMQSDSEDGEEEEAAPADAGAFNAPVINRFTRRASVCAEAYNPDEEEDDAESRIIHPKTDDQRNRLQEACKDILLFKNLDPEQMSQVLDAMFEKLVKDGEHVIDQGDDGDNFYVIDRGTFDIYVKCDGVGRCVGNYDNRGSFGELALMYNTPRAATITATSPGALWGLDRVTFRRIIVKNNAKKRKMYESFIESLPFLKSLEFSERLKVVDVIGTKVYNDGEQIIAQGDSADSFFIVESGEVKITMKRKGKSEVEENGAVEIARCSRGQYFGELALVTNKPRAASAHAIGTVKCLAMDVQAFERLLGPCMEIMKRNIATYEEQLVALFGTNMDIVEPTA
PKA-R1A activ = activators of PKA-R1A holoenzyme, primary screen, biochemical, fluorescence polarization, Cy5-IP20, bovine R1A, mouse PKAc. 340,000 compounds, 0.083% hits. activation, % at 11.4 µM. AID 504707, 2011. PKA-R1A dissociation; scaled: DMSO 0%, 113 µM cGMP 100%;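 active = percent activation above the mean of all tested compounds plus 3 SD, cut at about 19% in these data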;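 note: higher means more PKAc released from R1A so a rise in polarization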
* = called active by the depositor; · = not tested or not shown.

SMILES	HTR5A inv ag	Ecoli viability	PfHsp90 yeast 2	Tat transport	OPRM1-OPRD1 ag	phage Ecoli inh	Mot1-301 SUMO	MOR-DOR inv ag	AddAB inh	PKA-R2B act	PKA-R1A activ
CCCCCCC1NC(C(=O)O)CS1 (stereo not drawn)	-14.3	-2.2	-30.5	1.8	-1.4	2.6	-7.8	8.5	0.8	-8.4	-4.6
COC(C(=O)Nc1ccnn1C1CCN(C(=O)c2cccc(F)c2)CC1)c1ccccc1 (stereo not drawn)	-17.7	-2.7	7.2	6.6	-1.4	1.9	-10.1	7.3	-1.4	-13.6	3.4
O=C(NCc1ccccn1)C(=O)NCC(c1ccco1)N1CCOCC1 (stereo not drawn)	5.2	2.5	-26.5	-5.4	-2.2	3.3	4.9	11.6	0.8	-9.9	-0.1
Cc1ccc2ncnc(Nc3ccc(C)c(C)c3)c2c1	-1.4	-1.6	-44.9	-2.2	-0.7	4.2	-5.7	4.1	0.8	-5.2	-13.4
Cc1ccc2c(c1)nnn2C1CCN(CC(=O)NNC(=O)c2ccco2)CC1	-54.6	-0.5	5.7	-0.2	-1.7	1.1	-15.0	8.4	-0.7	-10.6	10.4
COC(=O)C1=C(C(=O)OC)[C@@H]2Nc3ccccc3[C@@]23C[C@@H](C(=O)OC)N(C(=O)c2cccs2)C3=N1	-32.8	0.7	10.1	19.9	-1.4	2.5	0.5	7.4	3.0	-6.4	-2.2
C=CCOC(=O)C(C#N)c1nc2ccccc2nc1N1CCN(Cc2ccccc2)CC1 (stereo not drawn)	-7.0	-0.4	1.2	4.7	0.5	2.5	501.2*	-2.4	1.2	-8.8	0.1
O=C(NCc1ccco1)c1cccc(S(=O)(=O)N2CCc3ccccc32)c1	9.2	0.9	2.2	-7.7	-2.5	1.1	-6.7	12.5	4.4	-5.7	0.7
COc1ccc(Br)cc1/C=N/NC(=O)c1cc(OC)c(OC)c(OC)c1	-4.7	0.2	-7.6	-3.9	1.1	1.8	-12.5	-5.9	1.7	-12.2	0.4
Cc1nc2cc(-c3ccccc3)nn2c(C)c1CCC(=O)NC(C)c1ccc2c(c1)OCCO2 (stereo not drawn)	-27.2	-1.9	-19.6	-1.9	-0.1	0.8	-7.3	0.7	-2.0	1.1	4.2
CN(c1ccccc1)S(=O)(=O)c1ccc(Cl)c(C(=O)NCc2ccccc2CN2CCCC2)c1	18.1	-1.8	-5.5	-4.4	-0.2	-0.9	-0.4	1.0	1.8	-0.7	-6.2
N#C/C(=N\Nc1ccc(Cl)cc1)C(=N)N1CCCCCC1	25.3	-2.0	-1.6	13.1	0.0	4.1	-31.2	-0.2	-0.1	-7.0	-7.6
CN(C)S(=O)(=O)c1cc(NC(=O)COC(=O)c2ccc3c(c2)OCO3)ccc1Cl	-14.1	0.7	-19.0	3.7	2.5	1.5	-18.4	-12.0	3.7	-4.6	-6.4
CC(=O)/C(=N/Nc1ccccc1)Sc1nnc(CCc2ccccc2)n1-c1ccccc1	9.9	-0.9	6.6	17.8	0.9	2.3	-5.4	-6.0	2.1	-9.9	-11.3
CCOC(=O)c1sc2c(c1C)c(=O)c(C(=O)OCC)cn2CC	12.7	-1.9	-9.3	3.3	-2.6	2.1	11.9	13.8	1.8	-11.1	6.5
Cc1ccccc1NC(=O)C1CCN(c2cc(-c3ccccc3)nc3ncnn23)CC1	1.6	-0.2	-15.4	-1.0	-0.3	2.9	14.2	2.0	0.7	0.7	1.4
CCOC(=O)c1c(-c2ccccc2)oc2ccc(OCC(=O)NNC(=O)CCC(=O)O)cc12	-0.2	·	26.1	-9.9	-2.2	-0.4	11.4	10.6	·	-14.4	1.4
Cc1cc(C(=O)O)ccc1N=Cc1c(O)ccc2ccccc12	-5.0	-2.3	16.0	-4.8	-1.0	3.2	1.2	5.0	0.2	2.3	4.8
Cc1ccccc1N1C(=O)C2ON(c3ccccc3)C(c3ccncc3)C2C1=O (stereo not drawn)	18.2	-1.0	24.8	1.5	-3.7	3.5	27.2	17.9	1.8	0.5	-4.8
CC1=C(C(=O)N2CCCCCC2)C2(CCC(C)CC2)OC1=O (stereo not drawn)	11.7	0.6	9.7	-2.9	-4.2	2.3	-40.9	18.5	1.7	-6.3	-6.8
Cc1cccc(C)c1NC(=O)CN1C(=O)C(C)Oc2ccccc21 (stereo not drawn)	-5.8	-0.3	-9.4	-6.5	-1.8	-2.6	-3.4	8.7	1.1	3.0	-2.1
COc1ccccc1N(CC(=O)NCc1ccco1)S(C)(=O)=O	-8.4	-0.6	12.8	6.0	-1.9	5.1	-6.4	9.4	1.9	-0.9	-19.0
COc1cc2c(cc1OC)C(C)N(C(=O)c1cc3n(n1)C(C(F)(F)F)CC(c1ccco1)N3)CC2 (stereo not drawn)	-23.9	-0.7	-4.4	12.6	-0.8	3.1	55.3	4.4	-1.4	-4.5	-10.6
COc1ccc(N2CCN(C(=S)Nc3ccc(OC)cc3OC)CC2)cc1	-11.5	0.2	4.3	-3.1	-2.2	5.0	-0.8	10.6	2.1	-13.2	-4.4
O=C(Nc1ccccc1F)c1cc(C(=O)Nc2ccccc2F)cc([N+](=O)[O-])c1	13.5	-1.3	-6.2	-2.6	0.4	2.7	57.1	-2.0	-0.3	5.5	-4.4

Rewritten with two lines to a compound: 3 of the compounds above.
Screens in order – HTR5A inv ag	Ecoli viability	PfHsp90 yeast 2	Tat transport	OPRM1-OPRD1 ag	phage Ecoli inh	Mot1-301 SUMO	MOR-DOR inv ag	AddAB inh	PKA-R2B act	PKA-R1A activ
CCCCCCC1NC(C(=O)O)CS1 (stereo not drawn)
→ -14.3	-2.2	-30.5	1.8	-1.4	2.6	-7.8	8.5	0.8	-8.4	-4.6
COC(C(=O)Nc1ccnn1C1CCN(C(=O)c2cccc(F)c2)CC1)c1ccccc1 (stereo not drawn)
→ -17.7	-2.7	7.2	6.6	-1.4	1.9	-10.1	7.3	-1.4	-13.6	3.4
O=C(NCc1ccccn1)C(=O)NCC(c1ccco1)N1CCOCC1 (stereo not drawn)
→ 5.2	2.5	-26.5	-5.4	-2.2	3.3	4.9	11.6	0.8	-9.9	-0.1

Further structures
SMILES	HTR5A inv ag	Ecoli viability	PfHsp90 yeast 2	Tat transport	OPRM1-OPRD1 ag	phage Ecoli inh	Mot1-301 SUMO	MOR-DOR inv ag	AddAB inh	PKA-R2B act	PKA-R1A activ
NS(=O)(=O)c1ccc(NC(=O)c2ccc(CSc3ccccc3)o2)cc1	-30.0	-0.3	-8.8	2.3	0.8	-15.0	-10.1	-4.5	0.6	9.0	5.0
CC1CN(C(C)C)C(=S)N(c2ccccc2)C1=O (stereo not drawn)	-18.7	·	7.0	-0.7	-3.0	1.5	·	15.5	·	0.0	-6.5
CCOc1ccc2c(c1)nc(SCC(=O)c1ccc(Br)s1)n2C	-6.8	0.5	3.2	2.3	-3.6	0.6	-9.5	19.8	1.0	13.3	4.2
CCN(CC)CCCNc1nc2cc(OC)c(OC)cc2c2nc(-c3ccccc3)nn12	3.2	-3.1	19.8	-10.8	0.6	0.0	32.5	-3.6	-0.8	-10.1	4.9
Cc1ccc(C)c(-n2c(SCC(=O)N3CCC(C(=O)O)CC3)nnc2-c2cccc(Cl)c2)c1	6.7	-1.7	-5.6	6.7	-0.3	3.3	-3.0	1.7	0.1	-17.0	1.4
CC1(C)CC(=O)C(C=NCCN2CCN(C3CC(=O)N(c4ccc(Cl)c(Cl)c4)C3=O)CC2)=C(O)C1 (stereo not drawn)	7.5	1.0	-11.9	5.2	-0.2	1.2	21.3	0.8	4.2	-4.4	-20.5
CCOC(=O)N1CCN(S(=O)(=O)c2c[nH]c(C(=O)OC)c2)CC1	-0.3	1.8	0.8	-1.8	-1.5	0.8	-4.7	7.8	3.4	3.9	-6.0
CCN1C(=O)N[C@@H](c2ccccc2)[C@H](C(C)=O)[C@H]1C	-14.5	2.7	-12.9	6.3	-1.7	2.1	223.8	9.2	4.1	-11.1	-0.1
CCN(c1ccccc1)S(=O)(=O)c1ccc(C(=O)Nc2cccc(NC(C)=O)c2)cc1	-0.3	0.3	-12.8	0.3	-2.3	0.0	8.7	9.5	4.0	-2.4	-3.0
CCCCN1Cc2ccccc2Oc2cc(Br)ccc2S1(=O)=O	2.0	2.0	-15.3	-10.9	0.2	-0.1	·	-0.5	-1.5	7.8	-0.9
COCCn1c(SCC(=O)Nc2ccc(OC)c(S(N)(=O)=O)c2)nc2ccccc2c1=O	-34.2	-1.3	2.1	4.3	-2.5	-0.5	82.9	13.0	-1.9	-8.9	-3.7
NC(=O)COc1ccc(NC(=O)OCc2ccccc2)cc1	1.5	-0.1	0.8	-6.0	0.6	2.6	·	-3.2	0.7	2.3	-0.7
C[C@]12C=CC(=O)C=C1CCC1C2CC[C@@]2(C)C1CCC21OCCO1 (stereo partly drawn)	3.8	3.1	-2.6	-4.6	0.6	3.0	-17.0	-3.1	-0.2	3.9	5.9
COc1cc(-c2ccc3oc(-c4cccc(C)c4)c(C#CC4(O)CCCCC4)c3c2)cc(OC)c1OC	-6.7	-0.8	-9.3	-7.0	1.2	1.9	-23.9	-5.5	0.2	-18.4	-7.0
COCCCNC(=O)CC1C[C@H](C(=O)N2CCCCC2)[C@@]2(C)c3[nH]c4ccccc4c3CCN2C1=O (stereo partly drawn)	-4.2	-0.2	-5.9	-0.8	-3.6	2.8	-19.7	16.9	-0.3	-5.8	-4.6
CCn1c(C)nc2cc(C(=O)NNS(=O)(=O)c3ccccc3F)ccc21	0.1	1.8	20.1	-5.9	-1.4	3.0	-0.6	8.2	3.0	4.1	-6.2
N#Cc1ccc(NCC(=O)N2CCN(S(=O)(=O)c3ccccc3)CC2)cc1	-2.5	2.8	6.0	-5.3	-0.5	-1.1	-1.8	1.9	-1.6	-5.6	5.6
COc1ccc2c(c1OC)C(=O)OC2Nc1nc(-c2cc3cc(Br)ccc3oc2=O)cs1 (stereo not drawn)	-20.6	0.8	1.2	-6.2	1.1	-0.4	-23.8	-5.7	-0.3	-2.5	-13.9
COC(=O)c1ccc(COC(=O)C(CCSC)NC(=O)COc2ccccc2)cc1 (stereo not drawn)	-18.8	-1.3	8.2	4.6	-1.1	0.7	-16.7	6.0	2.1	-3.1	-12.8

Compounds were not picked by outcome, and some 2.2% of all compounds hit somewhere here.
